Compound activity as filed in PubChem.
DENV2 CPE rescue: inhibitors of DENV2 cytopathic effect; DENV2-infected cells, cytopathic effect rescue, plate reader; CPE inhibition, % at 9.99 µM; 350,000 compounds, 1.7% hits; in the data active = CPE inhibition above about 20%, passing the limit was not always enough; inconclusive = no clear call, values can overlap the other calls; tested in BHK-21 cells;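 also: 0% = median of neutral control wells and 100% = median of positive control wells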
CFTR F508del cor: CFTR F508del correction in bronchial cells; AID 720511; 350,000 compounds, 0.36% hits; activity (quench increase), % at 7.58 µM; CFBE cells, YFP halide quenching; stimulated with forskolin plus potentiator P3; % fluorescence drop versus neutral controls;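 active = mean added fluorescence quench of at least 8% versus neutral control, with both replicates also reaching 8%; inconclusive = only one of the mean or replicate conditions met; inactive = mean below 8% and not both replicates reaching 8%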;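 also: cells transiently co-express mutant CFTR-F508del with the halide-sensitive YFP; corrector assay measuring rescue of mutant channel to the surface after 24 h compound exposure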
miR-122 sensor: inhibitors of miR-122 in Huh7 cells. AID 602342. Huh7 miR-122 Renilla luciferase sensor, 48 h; neutral wells = 0, positive control = 100. 340,000 compounds, 0.3% hits. activation (reporter increase), % at 12.5 µM;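 active = mean replicate activation score at least 90 and every replicate individually at or above 90; inconclusive = only one of the two criteria met; inactive = neither criterion met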;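 also: higher luciferase means less miR-122 activity so hits act as miR-122 inhibitors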
EWS-Fli inh: EWS/Fli transcriptional activity inhibition; AID 651661; 350,000 compounds, 0.67% hits; inhibition, % at 12.6 µM; A673 NR0B1-luciferase reporter, viability-normalised;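 active = mean inhibition of at least 50% after viability correction, with every replicate also passing that limit; inconclusive = mean reaches 50% but only one of two replicates passes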;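 also: firefly luciferase signal divided by Alamar Blue viability fluorescence both relative to DMSO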
PAX8 inh HTS: PAX8 transcriptional activity inhibition; RMG-I TPO-luciferase reporter, SteadyGlo, 24 h; inhibition, % at 12.6 µM; 360,000 compounds, 1.2% hits;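 active = mean replicate inhibition at least 60% with every replicate also reaching 60%; inconclusive = only one of the two criteria is met; inactive = mean below 60% and not all replicates reaching 60%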;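 also: luciferase light reporting Pax8 driven TPO promoter activity; plate controls were median of neutral control wells for no effect and mitoxantrone controls for full effect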
FN deposit inh: fibronectin deposition inhibition. AH1F fibroblasts, Alexa488-fibronectin deposition fluorescence, overnight. inhibition, % at 12.6 µM. 350,000 compounds, 0.086% hits. AID 743247;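 active = mean inhibition across replicates of 30% or more, regardless of how many single replicates reach that level; inconclusive = mean under 30% yet at least half of replicates reach 30%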;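 also: positive control wells lacked labelled fibronectin entirely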
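Assay system: AH1F fibroblasts / Quantity: 10000 cells per well / Medium: DMEM plus 2% serum, read in PBS / Reagent: labelled fibronectin 24 nM / Dosing: single dose, pinned / Times: 1 h cell attachment, overnight exposure to compound and label / Signal: fluorescence, ex 485 nm, em 525 nm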
INS-1E GSIS act: primary screen for activators of insulin secretion dependent on glucose, INS-1E cells, GLuc reporter luminescence; INS-1E GLuc reporter insulin secretion, 2-3 h; 370,000 compounds, 0.61% hits; AID 743287; activation, % at 16.6 µM;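 active = lowest replicate activation of at least 40%, so every replicate reaches that level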;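 also: 0% = median of neutral control wells and 100% = median of IBMX positive control wells; some compounds called inactive have numbers as strong as hits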
* hit, by the source's call; u = inconclusive; x = no result given; & = joins results of further samples; [ ] = another dose, or the depositor's remark. Rows were taken by chance. Share with any hit: about 3.9%.

SMILES | DENV2 CPE rescue | CFTR F508del cor | miR-122 sensor | EWS-Fli inh | PAX8 inh HTS | FN deposit inh | INS-1E GSIS act
COc1cccc(S(=O)(=O)N[C@H]2CC[C@H](CC(=O)NCc3ccc(F)cc3)O[C@@H]2CO)c1 | 15 | 0.0 | x | 8 | 14 | x | -1
O=S(=O)(Nc1cccc(-c2ccc(N3CCOCC3)nn2)c1)c1ccc(Cl)c(Cl)c1 | x | -2.5 | 34 | -12 | -39 | 3 | 16
C[C@@H]1CN([C@@H](C)CO)C(=O)c2cc(NC(=O)Nc3ccccc3)ccc2O[C@H]1CN(C)S(=O)(=O)c1ccc(Cl)cc1 | -15 | 2.2 | -7[16.7 µM] | 5 | -7 | x | -28
C[C@@H]1CN([C@H](C)CO)C(=O)CCCn2nncc2CO[C@H]1CN(C)Cc1ccc2c(c1)OCCN2C | 2 | -4.3&-0.6 | -1&-3[16.7 µM] | 8&-3 | -12&3 | -1 | 8
CCOC(=O)N=S(N)(=O)c1ccccc1 (stereo not drawn) | -2 | 0.3 | 0 | -2 | x | x | 4
O=C(COc1ccc(Cl)cc1)N1CCN(c2ccc([N+](=O)[O-])c(N3CCOCC3)c2)CC1 | -20 | 4.2 | x | -6 | 11 | 2 | -6
COc1cccc(C#Cc2cnc3c(c2)C(=O)N([C@H](C)CO)C[C@H](C)[C@@H](CN(C)C(=O)C2CCOCC2)O3)c1 | 6 | -0.3 | -2[16.7 µM] | 4 | -3 | x | 2
Cc1cnc(C(=O)OCC(=O)NC23CC4CC(CC(C4)C2)C3)cn1 | -6 | 2.0 | 27 | -4 | x | x | x
Cc1ccccc1C(=O)c1cccn1CC(=O)NC(C)c1ccc2c(c1)OCCO2 (stereo not drawn) | 2 | -1.0 | x | -24 | 10 | 0 | -7
C[C@H]1CN([C@@H](C)CO)S(=O)(=O)c2ccc(C#Cc3ccc(F)cc3)cc2O[C@@H]1CN(C)S(=O)(=O)c1ccc(F)cc1 | 4 | 0.1 | 8[16.7 µM] | 7 | x | -14 | -8
NS(=O)(=O)c1ccc(N=NN2CCCCC2)cc1 | 5 | 4.9 | -8 | -85 | -55 | -2 | -6
COc1ccc(C(=O)COC(=O)Cn2nnc3ccccc32)cc1Br | x | x | -3 | x | 4 | -3 | x
CCOc1ncccc1C(=O)Nc1ccc(C)c(S(=O)(=O)N2CCCCCC2)c1 | -3 | 1.1 | 9 | 22 | 25 | -2 | -7
OCC[C@@H]1C[C@H](O)[C@@H](O)[C@]2(OCc3ccc4ccccc4c32)O1 | 5 | -0.3 | -4 | -16 | 6 | x | -13
O=C(Nc1nc(-c2cc(F)ccc2F)cs1)C1=COCCO1 | -7 | -2.5 | -1 | -54 | -87 | 4 | 4
CCN(CC)S(=O)(=O)c1ccc2c(c1)N(CC(=O)NCCN1CCOCC1)C(=O)CO2 | 6 | -0.6 | -1 | 2 | 11 | 3 | 14
C[C@@H]1CN([C@@H](C)CO)C(=O)c2cc(NC(=O)CCC(F)(F)F)ccc2O[C@H]1CN(C)Cc1ccc(Oc2ccccc2)cc1 | 2 | -2.1 | -9[16.7 µM] | 5 | x | x | -30
CNCc1c(OCc2ccccc2F)ccc2ccccc12 | 6 | 1.8 | 2 | 12 | -15 | 21 | -8
COc1ccc(-n2ncc3c2CC(C)(C)CC3NC(=O)CCc2c(C)noc2C)cc1 (stereo not drawn) | 2 | 2.2 | 4 | -8 | -4 | x | -18
CCc1ccc(NC(=O)c2cc(CC(C)C)on2)cc1 | -4 | -6.3 | 6 | -7 | -177 | -11 | x
C(=N\N(Cc1ccccc1)c1ccccc1)/c1cccnc1 | 11 | -3.6 | x | -1 | -1 | 2 | 4
Cc1ccc(S(=O)(=O)N2CCC[C@H]2C(=O)OCCN2C(=O)c3ccccc3C2=O)cc1 | -4 | -1.6 | -3 | -10 | -9 | 1 | 3
Cc1noc(C)c1NC(=O)Nc1cccc2c1O[C@@H](CN(C)S(=O)(=O)c1ccc(F)cc1)[C@H](C)CN([C@@H](C)CO)C2=O | 10 | -0.1 | 1[16.7 µM] | 2 | x | x | 2
C[C@H](CO)N1C[C@H](C)[C@@H](CN(C)C(=O)Nc2ccccc2)OCCCC[C@H](C)Oc2ccc(NC(=O)Cc3ccccc3)cc2C1=O | 8 | 0.3 | -1[16.7 µM] | -16 | -1 | -19 | 14
COCC(=O)N1CC2(CN(C(=O)c3cccnc3)C2)c2c([nH]c3cc(OC)ccc23)[C@H]1CO | -1 | -1.0 | x | -9 | 1 | x | 8
CC(=O)N1CCN(C(=O)c2cc3c(s2)CCC(C)C3)CC1 (stereo not drawn) | -6 | -2.0 | 3 | -25 | -76 | x | -11
CCOC(=O)C1CCCCN1C(=O)c1oc2c(Cl)cc(C)cc2c1C (stereo not drawn) | 2 | -0.8 | x | 0 | -4 | 9 | 22
O=C(NCC(=O)N1CCN(Cc2c(F)cccc2Cl)CC1)c1cccs1 | 8 | 2.1 | -3 | 7 | 1 | 10 | -4
CC(=O)N(C)C[C@@H]1Oc2ncc(C#CC3(O)CCCC3)cc2C(=O)N([C@H](C)CO)C[C@@H]1C | 31* | 0.1 | -1[16.7 µM] | -8 | x | 2 | 12
CCCCc1cc(=O)oc2cc(C)cc(OCC(=O)N3CCC(C(N)=O)CC3)c12 | 61* | -0.2 | 1 | -2 | x | x | 3
Cn1cc(S(=O)(=O)NCC2CCCO2)c(=O)n(C)c1=O (stereo not drawn) | 0 | 1.3 | -6 | -14 | 13 | 8 | 17
O=C(Nc1nccs1)[C@H]1[C@H](CO)[C@H]2Cn3c(ccc(-c4cccnc4)c3=O)[C@H]2N1CC1CC1 | 0 | -0.6 | x | -11 | -28 | x | 1
N#CC1=C(SCC(=O)Nc2cccc3cccnc23)NC(=O)C(C#N)C12CCCCC2 (stereo not drawn) | x | -0.5 | 8 | -13 | x | x | -48
COC(=O)c1c(NC(=O)C(=O)NCCCN2CCOCC2)sc2c1CCC2 | -5 | -3.8 | 1 | -7 | 12 | 3 | -19
CCC1CCCCN1C(=O)CCS(=O)(=O)c1ccc2c(c1)CCN2C(C)=O (stereo not drawn) | 3 | -2.0 | 2 | x | -6 | 6 | 7
CC(C)CNc1ncnc2c1ncn2[C@H]1CN(Cc2ccc(Cl)cc2)C[C@@H](CO)O1 | -7 | 2.6 | -3 | 2 | 2 | 3 | -31

With a hit mark in DENV2 CPE rescue, of those listed so far:
molecule | DENV2 CPE rescue | CFTR F508del cor | miR-122 sensor | INS-1E GSIS act
CC(=O)N(C)C[C@@H]1Oc2ncc(C#CC3(O)CCCC3)cc2C(=O)N([C@H](C)CO)C[C@@H]1C | 31* | 0.1 | -1[16.7 µM] | 12
CCCCc1cc(=O)oc2cc(C)cc(OCC(=O)N3CCC(C(N)=O)CC3)c12 | 61* | -0.2 | 1 | 3

Next compounds.
SMILES | DENV2 CPE rescue | CFTR F508del cor | miR-122 sensor | EWS-Fli inh | PAX8 inh HTS | FN deposit inh | INS-1E GSIS act
CCCCCCN1C[C@@H](O)[C@H](n2cc(-c3ccc(F)cc3)nn2)C[C@@H]1c1ccc(OC)cc1 | 0 | 0.2 | -5 | 0 | 3 | 9 | -11
COc1ccc(C(=O)N(CC(=O)NC(C)(C)C)c2ccc3c(c2)OCCO3)cc1OC | x | x | -1 | x | x | 5 | 22
O=C([C@H]1[C@H](CO)[C@H]2Cn3c(ccc(-c4cccnc4)c3=O)[C@@H]1N2Cc1cccnc1)N1CCOCC1 | -9 | -1.8 | -6[16.7 µM] | -3 | x | x | 0
CN1c2ccc(-c3ccc(C#N)cc3)cc2[C@@H]2[C@@H](CCN2C(=O)C2CCCCC2)[C@H]1CO | -21 | 3.5 | -7[16.7 µM] | 12 | 4 | 7 | 4
Cc1ccc(S(=O)(=O)N2CCOCC2)cc1C(=O)Nc1ccncc1 | 18 | 3.1 | 2 | 3 | -13 | 2 | 5
Cc1cccc(N=C2NC(=O)/C(=C/c3cccnc3)S2)c1C | -4 | 1.0 | 4 | 17 | -7 | 3 | x
Cc1ccccc1CNC(=O)C(=O)Nc1nccs1 | 2 | 0.6 | x | -12 | 1 | 1 | 6
COc1ccccc1-c1coc2c(CN3CCCCC3C)c(O)ccc2c1=O (stereo not drawn) | 5 | 0.1 | -5 | 5 | 3 | 3 | 13
Cc1cc(OCC(=O)N2CCN(c3cccc(Cl)c3)CC2)c2c(C)c(C)c(=O)oc2c1 | -2 | -2.4 | -2 | 25 | 14 | 0 | 23
COc1ccc(NC(=O)Nc2ccc(N3CCOCC3)c3nonc23)c(OC)c1 | u | -4.4 | x | 10 | -6 | 5 | -3
CCC(=O)c1ccc(SC(=O)N(C)C)cc1O | -2 | 0.9 | -7 | -1 | -26 | 3 | 1
O=C(Cc1cccc2ccccc12)Nc1ccc(N2CCOCC2)cc1 | -4 | -3.0 | x | 1 | -4 | -2 | -9
CCC(=O)Nc1cc(-c2cc3ccccc3oc2=O)ccc1OC | 1 | -3.8 | x | -42 | -132 | -2 | 1
O=C(Nc1ccncc1)C1CCN(S(=O)(=O)c2c(Cl)cccc2Cl)CC1 | -10 | 3.3 | -2 | 20 | 12 | -2 | 5
CCOc1ccccc1NC(=O)NNC(=O)COc1cccc(C)c1C | 12 | -1.0 | x | x | 17 | -24 | -15
CC(C)NC(=O)N(C)C[C@@H]1Oc2ccc(NS(C)(=O)=O)cc2C(=O)N([C@H](C)CO)C[C@H]1C | -4 | -1.4 | -10[16.7 µM] | -11 | -11 | -16 | 17
CN(Cc1ccccc1)C(=O)COC(=O)CCN1C(=O)C2CC=CCC2C1=O (stereo not drawn) | 11 | -0.4 | x | -5 | 6 | 5 | -6
O=C(NCC1CCCO1)c1ccccc1NS(=O)(=O)c1cccc([N+](=O)[O-])c1 (stereo not drawn) | -3 | -5.3 | x | -1 | 0 | 5 | -46
COc1ccc(NC(=O)c2ccc(F)cc2)cc1S(=O)(=O)Nc1cc(C)ccc1Br | x | x | x | x | 28 | 5 | -19
O=C(CCCOc1ccc(Cl)cc1Cl)NC(Cc1ccccc1)C(=O)O (stereo not drawn) | -1 | 0.2 | -6 | -5 | -15 | 3 | x
O=C(c1cc(COc2ccc(F)cc2Cl)on1)N(CCO)Cc1cccs1 | 1 | -1.8 | 5 | -11 | -13 | 7 | -21
Cc1ccc(Cl)c(OCC(=O)Nc2cccnc2)c1 | -4 | 0.6 | x | 1 | 1 | x | -5
Cc1ccc(-c2cc(C(=O)N3CCN(c4ccc(O)cc4)CC3)c3ccccc3n2)cc1 | 14 | 4.4 | x | -47 | -48 | 4 | -11
CCOc1ccc(CCNC(=O)CCOc2cc(C)ccc2C)cc1OCC | 14 | 1.4 | -2 | 4 | 8 | 1 | -16
CSc1ncccc1C(=O)OCC(=O)NC(C)CCc1ccccc1 (stereo not drawn) | -1 | 1.9 | -3 | 6 | -7 | 8 | -10
COc1ccccc1C(=O)NC1CCN(C(=O)Nc2ccc(C)cc2)CC1 | 4 | 1.5 | -1 | -4 | 4 | 1 | -5
O=C([C@@H]1[C@@H](CO)[C@@H]2Cn3c(cccc3=O)[C@@H]2N1C(=O)C1CCCC1)N1CCOCC1 | 2 | -2.0 | x | 4 | x | 4 | -4
Cc1ccc(S(=O)(=O)Nc2ccc3c(c2)OCCO3)cc1 | 1 | 1.0 | 16 | -9 | 3 | x | 12
CC(C)N1CCN(Cc2cccc(-c3ccco3)c2)CC1CCO (stereo not drawn) | 8 | 0.0 | x | -1 | 21 | x | 7
CC(=O)Nc1cccc(C)c1 | 8 | 1.4 | -2 | -2 | x | x | 9
